AI-2 QS modul – modulators of Vibrio harveyi AI-2 quorum sensing system | activity change, % at 7.5 µM | Vibrio harveyi JMH597 AI-2 luminescence/OD600 ratio, 9 h; stronger effect = lower value; strain lacks LuxN and CqsS sensors; 0 = neutral-control median | AID 2094 | 300,000 tested, 0.4% active; in the data active = activity change below about -75%, passing the limit was not always enough;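 also: luminescence divided by OD600 gain over 9 h not by final OD600 alone; inactives centre near 13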
KLF5 inh – kruppel-like factor 5 inhibition; DLD-1 KLF5 promoter-luciferase reporter, luminescence; inhibition, % at 5 µM; 290,000 tested, 0.23% active;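 active = inhibition above a per-plate limit of that plate's mean compound inhibition plus 3 SD, cut at about 60% in these data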;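 also: 0% = DMSO wells and 100% = LY294002 at 200 µM; higher means less KLF5 promoter-driven luciferase light; inactives centre near -14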
PolyA inh – yeast polyadenylation inhibition | 300,000 tested, 0.02% active | calls only at 12 µM | S. cerevisiae SKY197-pL101 polyadenylation reporter, beta-gal luminescence; efflux-impaired pdr1/pdr3 knockout yeast; score 100 = 6 SD above DMSO | AID 1875;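 active = lowest replicate activity score at least 50, where 100 means six control SD above control mean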;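 also: yeast exposed to compound for 9 h at 30 °C; higher score means more reporter readthrough which indicates perturbed polyadenylation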
aSyn UTR inh – MLPCN primary screen, SNCA 5' untranslated region; alpha-synuclein 5'UTR reporter, inhibitor activity; inhibition, % (tested at 7.5 µM); 300,000 tested, 0.82% active; AID 1813; in the data active = inhibition above about 60%;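 also: H4 neuroglioblastoma cells stably carrying SNCA 5'UTR luciferase fusion; 0% = DMSO wells and 100% = positive control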
HSP90 refold inh – HSP90 refolding inhibition in rabbit reticulocyte lysate; luciferase refolding luminescence, 3 h; inhibition, % at 5.6 µM; 290,000 tested, 0.91% active; AID 1789;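 active = inhibition above the screen-wide mean plus 3 SD, computed separately per campaign, cut at about 16% in these data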;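 also: 0% = DMSO wells and 100% = 60 µM geldanamycin wells; inhibitors lower the luminescence because luciferase stays unfolded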
GSK3A inh – blocks human GSK-3 alpha kinase. P49840. ADP-Glo luminescence, 60 min. inhibition, % at 10 µM. 320,000 tested, 0.1% active. AID 2650;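 in the data active = inhibition above about 50%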;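 also: GST-tagged GSK-3 alpha with peptide substrate and 25 µM ATP; 0% = DMSO neutral wells and 100% = GW8510 positive control wells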
Target sequence (P49840 whole entry, looked up): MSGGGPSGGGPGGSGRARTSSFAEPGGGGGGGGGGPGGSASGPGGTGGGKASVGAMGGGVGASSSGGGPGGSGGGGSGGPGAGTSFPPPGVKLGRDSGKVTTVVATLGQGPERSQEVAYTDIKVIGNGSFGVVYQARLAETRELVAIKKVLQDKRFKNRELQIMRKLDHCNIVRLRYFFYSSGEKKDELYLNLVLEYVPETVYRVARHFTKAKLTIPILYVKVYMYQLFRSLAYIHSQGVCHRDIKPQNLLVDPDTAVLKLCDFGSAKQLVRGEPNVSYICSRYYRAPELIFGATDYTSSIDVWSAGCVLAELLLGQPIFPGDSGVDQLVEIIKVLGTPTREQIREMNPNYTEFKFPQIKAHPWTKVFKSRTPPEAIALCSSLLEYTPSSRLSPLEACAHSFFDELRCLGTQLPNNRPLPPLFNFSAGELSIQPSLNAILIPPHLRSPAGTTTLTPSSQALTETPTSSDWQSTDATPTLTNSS
IEC-6 tox – IEC-6 cytotoxicity, counter-screen for KLF5 inhibitors; AID 1825; inhibition, % at 5 µM; 290,000 tested, 0.78% active; luminescence viability; in the data active = inhibition above about 22%;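 also: 0% = plate median of test compound wells and 100% = cytotoxic reference compound wells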
HSF1 inhib – HSF1 inhibition; NIH3T3-HGL HSE-luciferase, MG132-induced, luminescence 8 h; stronger effect = lower value; activity change, negative = inhibition, % at 7.5 µM (by protocol); 300,000 tested, 0.77% active;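 active = more than half of replicate wells show activity change below -50%, luminescence cut by over half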;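 also: luciferase reports HSF-1 transcriptional activity via heat shock element; 0% = median of DMSO wells and -100% = zero luminescence signal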
HSF-1 act – increases HSF-1 driven luciferase reporter signal; NIH3T3-HGL HSF-1 luciferase reporter, MG132, 8 h; 100% = twice DMSO control signal; 300,000 tested, 1.7% active; activation, % at 9 µM; AID 504408;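 active = mean replicate activation of at least 50% with a set share of replicates each reaching 50%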;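 also: 0% = median of the neutral control wells and 100% = twice that signal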
GSK3beta inhib – blocks human GSK3beta kinase activity. 300,000 tested, 0.038% active. GST-GSK3beta kinase, ADP-Glo luminescence, 60 min; stronger effect = lower value. activity score (negative = inhibition), % at 10 µM;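 active = more than half of replicate wells score below -50%, meaning over 50% inhibition versus plate controls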;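 also: 0% = median DMSO wells and -100% = median GW8510 positive control wells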
Target sequence (P49841 whole entry, looked up): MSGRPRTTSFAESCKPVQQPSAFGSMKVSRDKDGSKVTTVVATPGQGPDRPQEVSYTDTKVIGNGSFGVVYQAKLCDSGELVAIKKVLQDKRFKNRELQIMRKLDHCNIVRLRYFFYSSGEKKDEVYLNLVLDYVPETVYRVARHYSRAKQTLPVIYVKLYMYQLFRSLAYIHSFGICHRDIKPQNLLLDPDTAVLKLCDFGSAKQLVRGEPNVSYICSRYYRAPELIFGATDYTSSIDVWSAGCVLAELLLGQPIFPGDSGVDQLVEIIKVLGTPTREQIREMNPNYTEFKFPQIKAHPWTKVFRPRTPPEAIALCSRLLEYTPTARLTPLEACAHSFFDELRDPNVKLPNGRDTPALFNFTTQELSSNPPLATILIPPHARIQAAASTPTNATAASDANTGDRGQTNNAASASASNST
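test system = GST-tagged human GSK3beta kinase, cell-free | reagent = 25 µM ATP with peptide substrate | dosing = one dose of 10 µM per compound | schedule = 60 min reaction, RT | detection = luminescent ADP-Glo measurement of ADP formed | control set = DMSO neutral wells and GW8510 at 20 µM as positive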
Numbers without * were called inactive; i = inactive; . = not tested or not shown. This is a subset, so the mix of outcomes need not match the whole.

SMILES	AI-2 QS modul	KLF5 inh	PolyA inh	aSyn UTR inh	HSP90 refold inh	GSK3A inh	IEC-6 tox	HSF1 inhib	HSF-1 act	GSK3beta inhib
O=C(Oc1ccccc1)c1cc2ccccc2oc1=O	-22.0	-6.9	.	.	-1.4	-3.4	-5.7	.	.	0.9
O=C(CCCn1cncn1)N1CCCC(Nc2ccc(F)cc2)C1 (stereo unspecified)	13.2	-11.9	i	0.8	-2.4	0.2	0.3	1.1	-10.1	0.4
Cc1nonc1OCCn1c([N+](=O)[O-])cnc1C	6.6	5.6	i	23.2	4.3	0.4	-6.0	1.5	-1.8	-2.7
COc1ccc(N2CCN(C(C)C(=O)N3CCCC3)CC2)cc1 (stereo unspecified)	22.5	4.9	i	-13.4	0.2	-0.3	0.3	17.7	15.4	-0.1
S=c1nc(-c2ccccc2)[nH]c2ccc(Br)cc12	3.2	30.8	i	-21.3	2.8	-0.8	5.3	0.2	5.9	-0.3
Cc1cc(NC(=O)COC(=O)C2CC(=O)N(c3ccccc3)C2)no1 (stereo unspecified)	.	-14.9	i	2.6	-4.7	-2.2	-3.3	-2.1	-17.8	.
COC(=O)c1sc(S(=O)(=O)NCCC(=O)O)c(C(=O)OC)c1C	18.8	-7.3	i	21.8	1.9	-2.3	1.3	7.0	-5.6	-2.2
CN1CCC(N(C)CC(=O)Nc2cccc(Oc3ccccc3)c2)CC1	2.9	-9.2	i	9.3	3.6	0.8	6.7	-9.1	-4.1	-2.9
CCN(CCNC(=O)Cn1c(=O)sc2ccccc21)c1ccccc1	26.8	.	i	-0.2	.	-1.2	.	18.6	23.7	0.8
CSCCC(Nc1ccc(S(=O)(=O)N2CCOCC2)cc1[N+](=O)[O-])C(=O)OCC(=O)N(C(C)C)C(C)C (stereo unspecified)	1.4	3.3	i	2.0	7.1	-1.0	5.5	10.3	-1.3	-4.1
O=c1cc(CN2CCN(c3ccccc3F)CC2)c2cc(O)c(-c3ccccc3)cc2o1	32.6	-18.2	i	-33.4	3.8	-1.8	4.7	-3.5	-0.7	1.0
CCN(CC(=O)NCc1ccc(Cl)cc1)C(=O)CN1C(=O)NC(C)(c2ccccc2)C1=O (stereo unspecified)	3.5	-20.5	i	0.7	1.6	-0.4	0.0	-5.7	-7.7	-1.6
COC(CNC(=O)C1CCCCC1C(=O)O)OC (stereo unspecified)	31.3	-0.4	i	13.0	0.1	-2.3	0.6	-4.3	-11.5	0.8
O=C1NC(CCc2ccccc2)C(=O)N1Cc1ccc(Br)cc1 (stereo unspecified)	-2.0	0.2	i	3.6	-1.2	-0.2	-4.8	10.2	7.0	0.7
CCCOc1cccc(C(=O)NC(=S)Nc2cccc(NC(=O)c3ccccc3Cl)c2)c1	12.4	-19.4	i	-14.0	-3.2	-0.3	-2.2	-6.9	-3.3	1.0
C/C(=N/NC(=O)C1CCN(S(=O)(=O)c2ccc(C)cc2)CC1)c1cccc([N+](=O)[O-])c1	27.3	-4.5	i	43.2	-0.9	-3.7	0.3	2.8	16.7	1.5
CC(Oc1ccccc1F)C(=O)NNC(=O)c1ccc(F)c(S(=O)(=O)N2CCOCC2)c1 (stereo unspecified)	43.7	-24.8	i	23.5	-0.7	.	0.8	-4.2	4.4	1.8
O=c1cc(O)c(-c2ccc(Cl)cc2)c(Cl)[nH]1	20.6	-12.4	i	8.4	4.6	-1.1	-3.1	-0.3	-8.1	-1.2
COc1cc(/C=c2/sc3nc(-c4ccccc4)c(-c4ccccc4)n3c2=O)cc(OC)c1OC	19.1	-31.9	i	14.6	-0.3	-2.6	3.8	-0.5	6.7	2.4
O=C(N/N=C/c1coc2ccccc2c1=O)c1cn(-c2ccccc2)nc1-c1ccc(F)cc1	24.6	-18.4	i	6.7	-4.7	-2.1	-4.4	4.7	-0.4	-0.1
COc1ccc(C(c2nnnn2Cc2cccs2)N2CCN(c3ccccc3)CC2)cc1OC (stereo unspecified)	20.1	-5.3	i	12.0	0.6	-0.3	-1.0	4.5	11.2	-0.8
COc1ccc(NC(=O)c2ccc(S(=O)(=O)N(C)c3ccccc3)cc2)cn1	-8.6	-27.8	i	-1.6	-5.6	-1.8	-8.2	2.5	-18.4	-3.6
CN1CCC2(CC1)NC(=O)NC2=O	.	-10.2	i	-2.7	7.6	1.8	2.2	-2.2	17.8	.
CC(C)(C)NCCOCCOc1ccc(Cl)cc1C(C)(C)C	28.1	-6.0	i	-35.2	-0.1	.	-0.7	-13.0	12.7	-2.3
COc1ccc(C2=NS(=O)(=O)N(C)C(C(=O)Nc3ccc4c(c3)OCO4)=C2)cc1	.	-16.5	.	.	4.4	0.0	1.4	.	.	.

(cont.)
SMILES	AI-2 QS modul	KLF5 inh	PolyA inh	aSyn UTR inh	HSP90 refold inh	GSK3A inh	IEC-6 tox	HSF1 inhib	HSF-1 act	GSK3beta inhib
Cc1cc(C(=O)Nc2ccon2)c(C)o1	40.5	-10.9	i	-3.3	0.8	-1.5	2.0	-2.8	-1.1	-1.3
Cc1ccc(S(=O)(=O)NNC(=O)CCC(=O)Nc2ccccc2)cc1	18.0	-28.4	i	-8.9	-0.6	-3.5	-3.5	5.5	6.8	0.3
Cc1ccc(NC(=O)CCN2C(=O)c3ccncc3C2=O)cc1	10.1	-9.4	i	14.8	-3.3	0.8	-3.1	-9.9	-19.3	1.8
O=C(O)c1cnn(-c2nc(-c3ccc(Cl)c(Cl)c3)cs2)c1C(F)(F)F	21.9	-66.7	i	-51.3	-5.2	23.4	-5.3	14.8	16.9	2.7
CCN(CC)c1ccc(C(=O)OCC(=O)c2ccco2)cc1	5.7	-26.5	i	-179.5	-0.6	0.6	-4.4	26.1	32.8	0.7
CCOC(=O)C1=C(C)NC2=C(C(=O)CC(C)(C)C2)C1c1ccc2c(c1)CCCN2C (stereo unspecified)	13.9	15.8	i	13.3	-0.9	2.3	6.5	-2.4	-6.6	-1.0
CCOc1ccc(S(=O)(=O)N(C)c2ccc(OCC(=O)NCc3ccc(C(=O)OC)cc3)cc2)cc1	2.2	-12.5	i	7.6	-2.5	-1.2	-1.3	22.6	43.7	1.9
Cc1cc(C)cc(OCC(O)CN2C(=O)NC(C)(C)C2=O)c1 (stereo unspecified)	18.1	-11.4	i	-3.6	-1.9	-2.1	12.9	35.6	64.1*	-0.2
N#Cc1c(-c2ccc(Cl)cc2)c2c([nH]c1=O)-c1ccccc1OC2	21.2	4.8	i	16.5	2.7	11.8	-1.8	-1.4	0.1	-3.0
CC(C)(C)CN1CCN(Cc2cccnc2)CC1CCO (stereo unspecified)	16.8	-3.4	i	0.5	-1.8	-3.8	0.4	-2.2	-5.1	-0.3
CC(=O)Nc1c(Cl)cc([N+](=O)[O-])c2ccccc12	6.1	-22.0	i	11.8	-2.1	-1.1	-4.8	-16.0	-1.4	1.2
CC(=O)Nc1c2c(nn1-c1ccccc1C)CS(=O)(=O)C2	8.9	-8.3	i	-5.2	6.1	-1.3	-1.7	2.3	-8.1	4.3
CN(c1ccc(C(=O)N/N=C/c2cccc([N+](=O)[O-])c2)cc1)S(=O)(=O)c1ccccc1	11.7	-14.0	i	2.7	3.0	0.3	7.2	8.1	20.1	1.6
Cc1cc(C)c2nc(N3CCC(C(=O)NCCN4CCOCC4)CC3)sc2c1	-0.8	-11.6	i	-16.2	3.6	-0.9	0.7	-2.1	14.3	0.0
CSc1ccc(/C=C/C(=O)c2ccc(NC(C)=O)cc2)cc1	10.0	-12.2	i	-44.2	3.3	-0.3	0.6	12.8	25.1	0.9
CC(Sc1nncn1C)C(=O)NCc1ccc2c(c1)OCO2 (stereo unspecified)	14.7	-16.7	i	20.5	4.0	0.3	-5.6	3.7	-2.2	3.1
CC(=O)Nc1ccccc1OCC(=O)NCCC1=CCCCC1	9.9	-40.6	i	-22.8	-3.9	-3.0	-4.7	-3.0	-25.1	0.4
Cc1ccc([N+](=O)[O-])cc1S(=O)(=O)NCC1COc2ccccc2O1 (stereo unspecified)	6.8	-19.3	i	1.0	-0.9	0.4	4.9	2.1	-8.6	-0.8
CCN(CC(=O)NCC(=O)Nc1ccc(Br)cc1C)Cc1ccccc1	-11.7	.	i	-48.8	.	-1.5	.	3.5	-1.9	3.0
C=CCN(c1ccccc1OC)S(=O)(=O)c1cccc(C(=O)OCC(=O)c2c[nH]c3ccccc23)c1	29.6	-6.9	i	-11.7	-1.2	-0.9	7.4	6.3	16.2	-1.8
c1ccc(-n2cnc3cc(NCc4ccco4)ccc32)cc1	-13.5	-46.1	i	-161.1	-0.1	-1.8	6.9	20.0	35.2	-2.9
O=C(CCSc1nnc(-c2ccncc2)o1)Nc1ccccc1	32.3	-14.9	i	6.9	1.2	-0.3	-4.0	3.6	-0.6	-0.9
CN(C)c1ccc(NC(=O)CC2NCCNC2=O)cc1 (stereo unspecified)	35.4	-18.8	i	-17.3	-4.0	1.5	-1.6	2.5	2.5	3.8
O=C(COC(=O)CC(c1ccccc1)c1ccccc1)NCc1ccccc1	15.2	-22.6	i	-2.6	0.8	-1.6	-0.3	-2.8	13.3	-0.3
CSc1ccccc1OCc1cc(C(=O)NCc2cnc(C)cn2)no1	13.6	-21.4	i	4.3	-4.4	0.4	6.8	-2.9	3.8	1.3

Continuation.
SMILES	AI-2 QS modul	KLF5 inh	PolyA inh	aSyn UTR inh	HSP90 refold inh	GSK3A inh	IEC-6 tox	HSF1 inhib	HSF-1 act	GSK3beta inhib
COC(=O)NNC(=O)C1CCC(C)CC1 (stereo unspecified)	11.9	-5.0	i	10.0	3.5	0.0	6.5	1.0	-3.6	0.9
CCN(CC)CCN(Cc1cc2cccc(C)c2[nH]c1=O)C(=S)Nc1ccccc1	12.2	5.1	i	-21.4	-1.9	-0.2	1.0	0.7	13.6	-0.4
CCCCOC(=O)Nc1ccc(C(N)=O)cc1	-51.0	-67.1	i	-94.1	1.9	-1.6	0.2	6.1	7.3	1.2
COc1ccc(CNS(=O)(=O)c2ccc(-n3cnnn3)c(C)c2)cc1	33.3	0.9	i	-11.9	-3.1	-4.3	-5.8	-1.1	-1.8	0.3
NS(=O)(=O)c1ccc(NC(=O)N2c3ccccc3Sc3ccccc32)cc1	55.3	5.0	i	18.0	4.2	-0.3	4.8	-4.2	-5.3	2.4
CCCCNC(=O)C1c2ccccc2C(=O)N(c2ccc(OC)cc2)C1c1ccc(OC)cc1 (stereo unspecified)	1.0	-0.6	i	-17.6	0.8	-1.6	-1.8	4.3	9.8	1.8
O=c1[nH]c(COc2ccc(Br)cc2Cl)nc2ccccc12	26.5	-176.2	i	-166.5	-2.5	-2.7	2.1	49.7	90.2*	-0.8
CCOC(=O)CNC(=O)c1cnc(Nc2ccccc2OC)c2ccccc12	19.8	-14.8	i	-2.4	2.5	-2.5	3.9	-6.5	-9.7	-0.2

Retrieved by compound from the entries so far:
SMILES	AI-2 QS modul	KLF5 inh	PolyA inh	aSyn UTR inh	HSP90 refold inh	GSK3A inh	IEC-6 tox	HSF1 inhib	HSF-1 act	GSK3beta inhib
CCN(CC)CCN(Cc1cc2cccc(C)c2[nH]c1=O)C(=S)Nc1ccccc1	12.2	5.1	i	-21.4	-1.9	-0.2	1.0	0.7	13.6	-0.4
COc1ccc(CNS(=O)(=O)c2ccc(-n3cnnn3)c(C)c2)cc1	33.3	0.9	i	-11.9	-3.1	-4.3	-5.8	-1.1	-1.8	0.3

High-throughput results (PubChem BioAssay)
